Bioassay records (PubChem BioAssay)
HSF1 inh: HSF1 inhibitors in luciferase reporter cells, primary screen, cell-based, NIH3T3, luminescence; AID 2098, 2009; 0.77% of 300,000 active; activity change, negative = inhibition, % at 7.5 µM (by protocol); NIH3T3-HGL HSE-luciferase, MG132-induced, luminescence 8 h; hits give low values;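 active means more than half of replicate wells show activity change below -50%, luminescence cut by over half; inconclusive means some wells, but at most half, below -50%; inactive means no replicate well below -50%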;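 further: luciferase reports HSF-1 transcriptional activity via heat shock element; 0% = median of DMSO wells and -100% = zero luminescence signal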
Dyrk1A ADPGlo: rat Dyrk1A kinase inhibitors, primary screen, biochemical, single point, plate reader. ADP-Glo luminescence, NFATc1 peptide. inhibition, % at 12.5 µM. 0.43% of 310,000 active; in the data active means inhibition above about 50%;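 further: plate controls were vehicle with enzyme for no effect and no enzyme for full effect; many of its hits are not listed in these tables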
IEC-6 cytotox: cytotoxicity in IEC-6 intestinal epithelial cells, primary screen, cytotoxicity control for KLF5 inhibitor project, cell-based, luminescence. 0.78% of 290,000 active. IEC-6 cytotoxicity, luminescence viability. inhibition, % at 5 µM; in the data active means inhibition above about 22%;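 further: 0% = plate median of test compound wells and 100% = cytotoxic reference compound wells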
HSP90 inh: HSP90 inhibitors, primary screen, cell lysate, luminescence | Heat shock protein HSP 90 (rabbit reticulocyte lysate; luciferase refolding) | Rabbit reticulocyte lysate, luciferase refolding luminescence, 3 h | inhibition, % at 5.6 µM | 0.91% of 290,000 active | AID 1789, 2009;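 active means inhibition above the screen-wide mean plus 3 SD, computed separately per campaign, cut at about 16% in these data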;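 further: 0% = DMSO wells and 100% = 60 µM geldanamycin wells; inhibitors lower the luminescence because luciferase stays unfolded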
Platelet DG rel: inhibitors of platelet dense granule secretion, primary screen, cell-based, MLPCN, human platelets. human platelet-rich plasma, SFLLRN dense granule ATP release, luminescence. inhibition, %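 (compounds screened at 7.5 µM in platelet-rich plasma)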. 0.22% of 300,000 active;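 active means mean replicate score, as percent of positive control, at or above 50; inconclusive means mean below 50 but at least one replicate at or above 50; inactive means mean and every replicate below 50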
aSyn 5UTR inh: MLPCN primary screen, SNCA 5' untranslated region | inhibition, % (tested at 7.5 µM) | alpha-synuclein 5'UTR reporter, inhibitor activity | 0.82% of 300,000 active; in the data active means inhibition above about 60%; inconclusive means no clear call, values can overlap the other calls;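 further: H4 neuroglioblastoma cells stably carrying SNCA 5'UTR luciferase fusion; 0% = DMSO wells and 100% = positive control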
KLF5 inhibitor: KLF5 expression inhibitors, primary screen, DLD-1 cells, luminescence | DLD-1 KLF5 promoter-luciferase reporter | inhibition, % at 5 µM | 0.23% of 290,000 active | AID 1700, 2009;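 active means inhibition above a per-plate limit of that plate's mean compound inhibition plus 3 SD, cut at about 60% in these data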;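 further: 0% = DMSO wells and 100% = LY294002 at 200 µM; higher means less KLF5 promoter-driven luciferase light; inactives centre near -14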
GSK3A inh: blockers of GSK3A enzyme activity – biochemical, luminescence, cell-free homogeneous, HTS, primary screen | Glycogen synthase kinase-3 alpha (Homo sapiens), P49840 | GSK-3 alpha kinase, ADP-Glo luminescence, 60 min | inhibition, % at 10 µM | 0.1% of 320,000 active | AID 2650, 2010;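 in the data active means inhibition above about 50%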;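 further: GST-tagged GSK-3 alpha with peptide substrate and 25 µM ATP; 0% = DMSO neutral wells and 100% = GW8510 positive control wells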
Target sequence (P49840 whole entry, looked up): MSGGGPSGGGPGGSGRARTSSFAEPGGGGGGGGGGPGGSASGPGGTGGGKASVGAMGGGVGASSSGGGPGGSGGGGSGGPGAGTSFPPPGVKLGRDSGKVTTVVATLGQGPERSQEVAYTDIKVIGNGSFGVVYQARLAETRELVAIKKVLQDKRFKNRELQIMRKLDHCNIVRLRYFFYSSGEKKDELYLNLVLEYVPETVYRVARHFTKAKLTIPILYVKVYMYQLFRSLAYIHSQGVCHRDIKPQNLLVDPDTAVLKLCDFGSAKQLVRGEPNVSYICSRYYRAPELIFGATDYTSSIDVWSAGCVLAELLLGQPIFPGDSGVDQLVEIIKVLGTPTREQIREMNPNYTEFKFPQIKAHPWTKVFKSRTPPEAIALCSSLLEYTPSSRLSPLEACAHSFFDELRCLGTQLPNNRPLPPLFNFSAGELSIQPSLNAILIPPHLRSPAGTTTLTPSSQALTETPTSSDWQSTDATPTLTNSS
HSF1 activator: HSF-1 activators, primary screen, NIH3T3-HGL cells, MG132 stress, luminescence, single point. NIH3T3-HGL HSF-1 luciferase reporter, 8 h; 100% = twice DMSO control signal. activation, % at 9 µM. 1.7% of 300,000 active. AID 504408, 2011;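 active means mean replicate activation of at least 50% with a set share of replicates each reaching 50%; inconclusive means only one of those two conditions met; inactive means mean below 50% and too few replicates reaching it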;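 further: 0% = median of the neutral control wells and 100% = twice that signal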
GSK3B inh: human GSK3beta kinase inhibitors, primary screen, biochemical, cell-free homogeneous, HTS; Glycogen synthase kinase-3 beta (Homo sapiens), P49841; GST-GSK3beta kinase, ADP-Glo luminescence, 60 min; hits give low values; 0.038% of 300,000 active; activity score (negative = inhibition), % at 10 µM;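 active means more than half of replicate wells score below -50%, meaning over 50% inhibition versus plate controls; inconclusive means some replicates but at most half score below -50%; inactive means no replicate scores below -50%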;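 further: 0% = median DMSO wells and -100% = median GW8510 positive control wells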
Target sequence (P49841 whole entry, looked up): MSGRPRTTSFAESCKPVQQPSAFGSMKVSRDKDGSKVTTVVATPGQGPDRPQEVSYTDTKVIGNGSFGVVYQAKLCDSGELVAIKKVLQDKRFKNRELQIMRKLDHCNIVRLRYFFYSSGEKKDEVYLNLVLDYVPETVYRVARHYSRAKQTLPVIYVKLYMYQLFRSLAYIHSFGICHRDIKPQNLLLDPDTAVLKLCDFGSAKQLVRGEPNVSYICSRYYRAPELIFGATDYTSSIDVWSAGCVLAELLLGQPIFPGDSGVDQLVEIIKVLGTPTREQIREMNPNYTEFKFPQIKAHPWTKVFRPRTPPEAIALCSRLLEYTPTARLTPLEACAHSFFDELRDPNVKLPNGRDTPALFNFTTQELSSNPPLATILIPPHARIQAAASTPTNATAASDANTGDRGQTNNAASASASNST
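Assay system: GST-tagged human GSK3beta kinase, cell-free; Input: 1.6 ng GSK3beta; Medium: Tris/MgCl2 kinase buffer; Timing: 60 min enzyme reaction, room temperature; Signal: ADP-Glo luminescence quantifying ADP generated by kinase; Evaluation: score relative to plate controls; Benchmarks: DMSO neutral wells and GW8510 at 20 µM as positive.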
Numbers without * were called inactive; ? = inconclusive; . = not tested or not shown.

(1) Cc1[nH]c(C)c(S(=O)(=O)Nc2cccc(Cl)c2C)c1C(=O)N1CCCC1
(2) CCOc1ccc(C(C)C)cc1S(=O)(=O)n1ccnc1C
(3) Cn1c(CN2CCOCC2)nnc1SCc1ccccc1
(4) O=c1[nH]ncn1-c1ccccc1C(F)(F)F
(5) O=C(CCC1CCCCC1)NCCN1CCOCC1
(6) Cc1ccc(N=Cc2c(O)n(-c3ccc4c(c3)OCO4)c(=O)c3ccccc23)cc1
(7) O=C(CCC(=O)Nc1nnc(C2CCCCC2)s1)NCc1ccc(F)cc1
(8) OC(Cc1ccncc1)(c1ccccc1)c1ccccc1
compound no.	1	2	3	4	5	6	7	8
HSF1 inh	11	3	-13	0	-1	-6	-1	-5
Dyrk1A ADPGlo	-5	-3	-3	-3	-7	2	1	-1
IEC-6 cytotox	2	-1	0	-2	0	-2	5	.
HSP90 inh	2	5	2	6	-1	10	-1	.
Platelet DG rel	-8	6	2	-4	-1	-1	11	-2
aSyn 5UTR inh	-14	35	14	-10	-3	48	5	6
KLF5 inhibitor	2	-8	-13	12	-24	7	-2	.
GSK3A inh	0	-3	-2	.	0	0	-1	-2
HSF1 activator	48	5	-10	4	10	-14	-14	-3
GSK3B inh	-2	0	0	-3	0	4	-4	1

(9) COc1cc(/C=N\NC(=O)c2ccccc2F)ccc1Oc1ccc([N+](=O)[O-])cn1
(10) CC12CC(NC(=O)N1Cc1ccccc1)c1ccccc1O2 (stereo not drawn)
(11) COc1ccc(S(=O)(=O)NCC(c2cccnc2)N2CCN(c3ccccc3)CC2)cc1C (stereo not drawn)
(12) COc1ccc(C2C(=O)N(C3CCCCC3)CC(=O)N2CCc2ccccc2)cc1OC (stereo not drawn)
(13) Cc1ccccc1-n1c(SCc2c(C)noc2C)nnc1-c1c[nH]c2ccccc12
(14) COC(=O)c1ccc(NC(=S)N2CCC(C(N)=O)CC2)cc1
(15) Cc1cc(NC(=O)C(=O)c2cn(C)c3ccccc23)no1
(16) O=C(NC(=S)Nc1ccc(NC(=O)c2ccccc2)cc1)c1ccc(F)cc1
compound no.	9	10	11	12	13	14	15	16
HSF1 inh	-2	-8	7	5	4	0	11	8
Dyrk1A ADPGlo	1	-3	7	1	-1	4	3	-1
IEC-6 cytotox	18	0	2	-2	4	-1	8	1
HSP90 inh	9	-6	3	2	-1	3	2	-2
Platelet DG rel	3	-5	-11	-9	-4	-15	-4	-8
aSyn 5UTR inh	-51	35	0	1	20	16	-72	-35
KLF5 inhibitor	-8	-5	-35	12	16	-23	-10	-12
GSK3A inh	-1	-3	0	-1	-2	3	-2	-1
HSF1 activator	-7	-7	4	16	19	4	15	5
GSK3B inh	1	-2	1	-1	1	9	-5	2

(17) Cc1noc(C)c1S(=O)(=O)N1CCC(C(=O)NC2CCN(Cc3ccccc3)CC2)CC1
(18) COc1ccc([N+](=O)[O-])cc1NC(=O)CC1SC(=Nc2cccc(C)c2C)N(/N=C(\C)c2ccc(C)cc2)C1=O (stereo not drawn)
(19) CN1CCN(c2nc(-c3cccs3)cs2)CC1
(20) O=[N+]([O-])c1ccc(/C=N/NC(=S)Nc2ccc(Cl)cc2Cl)s1
(21) CN1CCN(CCNC(=O)Nc2ccccc2[N+](=O)[O-])CC1
(22) Cc1ccc(C2(C(F)(F)F)NC(=O)N3C(=C2C#N)Nc2ccccc23)cc1 (stereo not drawn)
(23) O=C(COC(=O)CNC(=O)c1ccc(Cl)cc1)Nc1ccc2c(c1)OCCO2
(24) Cn1nc(-c2ccc(C(=O)Nc3cccnc3)cc2)c2ccccc2c1=O
compound no.	17	18	19	20	21	22	23	24
HSF1 inh	-5	-4	-1	?	-9	.	-2	-4
Dyrk1A ADPGlo	.	.	3	6	-1	-2	5	-1
IEC-6 cytotox	-2	1	-1	-6	3	9	0	1
HSP90 inh	0	1	0	2	-5	1	0	2
Platelet DG rel	-1	-2	-4	-2	-2	-14	4	3
aSyn 5UTR inh	16	6	11	51	-10	-10	4	16
KLF5 inhibitor	-34	-5	-22	-13	-21	-1	-21	-2
GSK3A inh	-5	2	0	7	0	-2	-2	3
HSF1 activator	-4	5	4	-53	-15	.	1	4
GSK3B inh	-2	-3	-1	1	-27	2	1	0

(25) Cc1ccc(C)c(N2CCN(C(=O)c3cc(S(=O)(=O)N4CCOCC4)cn3C)CC2)c1
(26) N#Cc1c(Nc2ccccc2)sc(C(=O)C2CC2)c1N
(27) COc1cc2ccccc2cc1C(=O)N1CCN(C(C)=O)CC1
(28) COC(=O)[C@H]1C[C@@H]1[C@H](NC(=O)c1cccnc1)c1ccccc1
(29) COc1ccc2[nH]cc(S(=O)(=O)c3ccc(F)cc3)c(=O)c2c1
(30) O=C(O)CCC(=O)N1N=C(c2ccc(Br)cc2)CC1c1cccs1 (stereo not drawn)
(31) O=C(NCc1ccc(F)cc1)C(=O)NCC1OCCN1C(=O)c1ccc(Cl)cc1 (stereo not drawn)
(32) O=C(NC12CC3CC(CC(C3)C1)C2)N1CCN(c2ccccn2)CC1
compound no.	25	26	27	28	29	30	31	32
HSF1 inh	-6	-4	-8	-3	0	-1	2	-6
Dyrk1A ADPGlo	0	0	1	1	2	-6	-2	11
IEC-6 cytotox	-8	3	-2	.	6	2	-2	-1
HSP90 inh	-1	-4	-3	.	1	-2	1	-2
Platelet DG rel	7	-2	3	0	-13	-1	-7	-1
aSyn 5UTR inh	16	0	-13	2	6	-23	24	-4
KLF5 inhibitor	-16	-9	-35	.	-46	12	-8	-8
GSK3A inh	-1	-1	-1	-2	-2	-3	1	0
HSF1 activator	-11	-7	4	-6	8	11	18	13
GSK3B inh	-1	0	0	0	-4	5	2	1

(33) Cc1cc(C)cc(NC(=O)CSc2nnc(Cc3cccn3C)n2-c2ccc(F)cc2)c1
(34) O=C(O)CCN1C(=O)CC2(CCCCC2)C1=O
(35) O=C(NCc1ccco1)C1CCN(c2ccc(N3CCOCC3)nn2)CC1
(36) O=C(c1cc(COc2ccc(F)c(F)c2)on1)N1CCSCC1
(37) COc1ccc(CCN(C)C(=O)/C=C/c2c(Cl)nc3ccccn23)cc1OC
(38) Cc1cc(C)c(OCCN2C(=O)NC(C)(C)C2=O)c(Cl)c1
(39) Cc1cccc(-n2c(N)cc(=O)nc2SCC(=O)Nc2ccccc2)c1
(40) Nc1nonc1C(=Nc1ccccc1)NO
compound no.	33	34	35	36	37	38	39	40
HSF1 inh	1	1	-3	16	-5	0	-1	-6
Dyrk1A ADPGlo	6	2	1	1	-1	-3	-1	2
IEC-6 cytotox	2	-4	1	-4	1	8	-1	2
HSP90 inh	1	-2	2	-6	-2	-2	2	-2
Platelet DG rel	0	-1	-1	-6	3	-2	2	-6
aSyn 5UTR inh	8	-2	-2	-94	-24	4	-10	19
KLF5 inhibitor	-28	-6	-10	-98	1	-118	-23	-17
GSK3A inh	.	2	-2	-2	-1	1	-3	-2
HSF1 activator	-2	16	-9	31	5	12	10	-5
GSK3B inh	5	2	3	3	0	1	0	0

(41) Cc1ccccc1OCc1nnc(SCC(=O)Nc2c(C)n(C)n(-c3ccccc3)c2=O)n1-c1ccccc1
(42) Nc1nc(-c2ccccc2)c(-c2ccccc2)s1
(43) Cc1ccc(N=Nc2ccc(C)cc2NC(=O)Nc2ccccc2F)cc1
(44) O=C(CNCc1ccccc1)Nc1ccccc1-c1ccccc1
(45) Cc1cccc(NC(=O)CN2C(=O)CCSc3ccc(S(=O)(=O)N4CCOCC4)cc32)c1C
(46) CCOC(=O)N1CCC(Nc2ncnc3c2cnn3-c2ccc(Cl)cc2)CC1
(47) Cc1cc(Nc2cnc3ccccc3n2)n(-c2ccccc2)n1
(48) O=C(C1=C(O)C(=O)N(c2ncccn2)C1c1ccc(Cl)cc1)c1ccco1 (stereo not drawn)
compound no.	41	42	43	44	45	46	47	48
HSF1 inh	-6	-3	2	-4	-11	-48	1	3
Dyrk1A ADPGlo	-4	-2	0	-1	3	-3	14	4
IEC-6 cytotox	-1	6	0	-1	-12	-4	-1	2
HSP90 inh	1	-1	-2	0	-5	9	1	2
Platelet DG rel	2	-1	-1	1	5	-5	-6	1
aSyn 5UTR inh	-7	6	-24	14	2	-133	-26	-31
KLF5 inhibitor	-2	-62	-15	-12	-19	-48	-16	0
GSK3A inh	-2	0	-2	0	0	.	.	-3
HSF1 activator	30	-4	8	14	-3	-54	2	6
GSK3B inh	2	-5	-3	2	3	-2	-6	-4

(49) CCc1ccc(CN(C(=O)c2cc3ccccc3oc2=O)C2CCS(=O)(=O)C2)cc1 (stereo not drawn)
(50) O=S(=O)(c1ccccc1)N1CCC(N2CCCCCC2)CC1
(51) C=CCn1c(CCNC(=O)c2cccs2)nnc1SCC(=O)c1ccc(Br)cc1
(52) CCC1(C)Cc2c(C#N)c(SC)nc(N3CCOCC3)c2CO1 (stereo not drawn)
(53) CCNC(=S)N(CCc1c(C)[nH]c2ccc(Cl)cc12)Cc1cccnc1
(54) Cc1ccc(NC(=O)CN(C)C(=O)c2ccc(S(=O)(=O)N(C)c3ccccc3)cc2)cc1
compound no.	49	50	51	52	53	54
HSF1 inh	24	-10	-5	7	7	-8
Dyrk1A ADPGlo	-3	-1	2	.	5	1
IEC-6 cytotox	-8	-4	-2	.	0	1
HSP90 inh	-4	1	3	.	0	-2
Platelet DG rel	0	-6	6	2	15	5
aSyn 5UTR inh	-144	13	12	29	-8	30
KLF5 inhibitor	-125	3	-15	.	-6	-25
GSK3A inh	-1	-4	-2	2	-2	0
HSF1 activator	48	-6	-26	27	13	-18
GSK3B inh	-3	3	-3	1	-3	0

This is a subset, so the mix of outcomes need not match the whole.
